p53 reactivation – mutant p53 re-activation in reporter cells. AID 504706. H1299 p53-A138V BP100-luciferase reporter, luminescence, 24 h. 320,000 compounds, 0.063% hits. Potency, µM (series often up to 92.2 µM), for the others: at the highest dose activity change, positive = activation, actives largely listed as activators; also: potency is read from the fitted curve at half-maximal effect; % of control where 0% means no effect; nearly all actives have a fitted effect of over 45% in size
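H1299 (p53-null), stable ts p53-A138V + BP100-Luc; 1000 cells/well, Opti-MEM/10% FBS; cpd 4 pt, 1:5; 24 h, 37 deg C, 5% CO2; detection reagent 10 min RT; luminescence.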
a7 integrin act – activators of alpha7 integrin expression for muscular dystrophy; alpha7betagal myoblasts, beta-gal FDG fluorescence, 48 h; Potency, µM (titrated, usually from 38.3 µM), for the others: top-dose activation, most hits filed as activators; 350,000 compounds, 0.064% hits;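 also: potency is read from the fitted curve at half-maximal effect; 100% = response of the positive control SU9516; nearly all actives have a fitted effect of over 60% in size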
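alpha7betagal+/- myoblasts (passage 13, 250/well) treated 48 h at 37C with compounds at 1:260 dilution of DMSO stock. Lysed, then beta-galactosidase activity read as FDG fluorescence (ex 480/em 540) after 30 min, with pre-read for autofluorescence.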
PTAP TSG101 blk – blocks PTAP/TSG101 interaction to inhibit HIV-1 budding. Q99816. Fluorescence polarization, FITC-PTAP peptide / Tsg101 binding. Potency, µM (titrated, usually from 115 µM), for the others: top-dose activity change, negative = inhibition, hits mostly inhibitors. 340,000 tested, under 10 active; active = well fitted inhibition curve with a large enough effect in the main read-out, with a control signal flat, not every such curve was filed as active; inconclusive = small, poorly fitted or top-dose-only effect, or effect the other way, or a change in a side signal; inactive = no such curve, though single readings can be large or run the other way; also: potency is read from the fitted curve at half-maximal effect; % of control where 0% means no effect
Target sequence (Q99816 whole entry, looked up): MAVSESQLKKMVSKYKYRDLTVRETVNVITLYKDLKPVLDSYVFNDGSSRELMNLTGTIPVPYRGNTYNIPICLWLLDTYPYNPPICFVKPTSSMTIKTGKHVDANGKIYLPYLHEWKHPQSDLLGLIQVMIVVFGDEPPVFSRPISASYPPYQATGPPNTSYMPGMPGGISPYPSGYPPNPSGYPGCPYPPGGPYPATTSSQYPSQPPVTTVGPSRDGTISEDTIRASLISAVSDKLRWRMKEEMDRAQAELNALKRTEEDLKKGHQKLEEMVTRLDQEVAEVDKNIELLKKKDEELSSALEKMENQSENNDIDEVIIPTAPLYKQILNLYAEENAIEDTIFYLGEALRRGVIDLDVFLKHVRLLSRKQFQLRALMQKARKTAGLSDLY
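Fluorescence anisotropy tracks displacement of a FITC-tagged PTAP peptide (50 nM) from the Tsg101 binding domain (10 uM), following a 20 min room-temperature incubation at pH 7.5.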
B2AR arrestin – agonists driving beta-arrestin recruitment to human beta2-adrenergic receptor | 330,000 compounds, 0.02% hits | beta-arrestin recruitment to beta2AR, cell-based reporter | AID 492947 | Potency, µM (series often up to 46.1 µM), for the others: at the highest dose activation, usual class: activators;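 also: potency is read from the fitted curve at half-maximal effect; 0% = DMSO controls and full agonism = EC100 isoproterenol or metaproterenol; nearly all actives have a fitted effect of over 65% in size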
USP2a block – USP2a (human) protease inhibition; O75604; USP2 core, Ub-CHOP2 coupled fluorogenic reporter, 485/531; Potency, µM (series often up to 38.3 µM), for inactives: at the highest dose activity change, negative = inhibition, actives largely listed as inhibitors; 330,000 compounds, 0.01% hits;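 also: potency is read from the fitted curve at half-maximal effect; plate controls were DMSO wells for no effect and full inhibition by NEM control for full effect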
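Cell-free coupled assay: 10nM USP2 core preincubated 30min RT with compound in Tris-HCl pH 8.0/CaCl2/CHAPS buffer, then 25nM Ub-CHOP2 and 25nM reporter substrate; fluorescence (Ex 485/Em 531) read after 60min RT, normalized to NEM inhibition, concentration-response curves fitted.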
ELG1 genotoxic – genotoxicity induction in ELG1-luciferase HEK293T cells. AID 504466. 330,000 compounds, 1.3% hits. Potency, µM (titrated, usually from 46 µM), without a hit: at the highest dose activity change, positive = activation, hits mostly activators. HEK293T ELG1-luciferase reporter, luminescence, 16 h; also: potency is read from the fitted curve at half-maximal effect; % of control where 0% means no effect; nearly all actives have a fitted effect of over 60% in size
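Reporter readout depends on ELG1 protein level, which increases with genetic stress. After 16 hr compound exposure at 37 °C, luciferase activity was quantified using ONE-Glo.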
TRPV1 ag – agonists of human vanilloid receptor 1 (TRPV1) | 320,000 compounds, 0.19% hits | activation, % at 8.33 µM | Q8NER1 | AID 540275 | TRPV1-expressing cells, Fluo-8 calcium influx, agonist mode; in the data active = activation above about 80%; inconclusive = between about 30% and that limit; also: 0% is about no effect
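Fluo-8 calcium influx in TRPV1-expressing cells, kinetic read (ex 480/em 520 nm). Compound added and read 3 min for agonist activity, followed by capsaicin at EC20 final and 2 min further read for enhancement.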
Eya2 phos inh – blocks the phosphatase activity of human Eya2. O00167. recombinant Eya2, OMFP fluorescence dephosphorylation (OMFP is methylfluorescein phosphate). Potency, µM (series often up to 76.9 µM), for the others: top-dose activity, negative = inhibition, actives largely listed as inhibitors. 330,000 compounds, 0.006% hits. AID 488837; also: potency is read from the fitted curve at half-maximal effect; % is scaled to controls: 0 for no effect and ±100 for the full control effect
Target sequence (O00167 whole entry, looked up): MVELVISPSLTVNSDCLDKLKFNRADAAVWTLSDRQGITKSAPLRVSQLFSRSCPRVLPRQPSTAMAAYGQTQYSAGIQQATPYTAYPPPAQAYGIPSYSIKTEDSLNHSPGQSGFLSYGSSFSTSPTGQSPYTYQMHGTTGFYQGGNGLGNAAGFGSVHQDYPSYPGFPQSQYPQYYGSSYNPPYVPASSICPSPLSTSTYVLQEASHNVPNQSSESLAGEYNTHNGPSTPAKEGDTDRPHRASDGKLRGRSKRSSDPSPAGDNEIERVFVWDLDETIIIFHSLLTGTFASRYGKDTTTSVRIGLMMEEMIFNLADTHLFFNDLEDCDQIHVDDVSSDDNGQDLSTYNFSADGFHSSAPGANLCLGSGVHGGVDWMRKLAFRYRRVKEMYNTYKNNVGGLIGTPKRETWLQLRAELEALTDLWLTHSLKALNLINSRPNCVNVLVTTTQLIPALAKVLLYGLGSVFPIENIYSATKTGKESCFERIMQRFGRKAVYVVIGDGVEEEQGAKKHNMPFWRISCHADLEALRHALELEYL
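Eya2 protein (added as 0.2 uM solution) was preincubated with compound for 10 min at ambient temperature in 50 mM HEPES pH 7.5, 50 mM NaCl, 5 uM MgCl2, 0.05% BSA, 1 mM DTT. OMFP (added at 50 uM) then reacted 10 min; fluorescence read at 485/525 nm.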
BRCA1 expr up – BRCA1 expression activation; MCF7-BRCA1-FFLuc reporter, luminescence, 48 h; response scale: scaled: vehicle 0%, 10 µM genistein 100%; Potency, µM (titrated, usually from 46.1 µM), without a hit: at the top dose activation, actives largely listed as activators; 380,000 compounds, 1.1% hits; also: potency is read from the fitted curve at half-maximal effect; nearly all actives have a fitted effect of over 80% in size; some results filed as inactive show a strong effect at the top dose
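Luminescence from a BRCA1-driven firefly luciferase in MCF7 cells was the read-out, taken 15 min after substrate addition following 48 h compound exposure at 37 °C. Data were normalized to a 10 microM genistein control and DMSO vehicle.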
uPA surface inh – inhibitors of cell surface uPA generation; cell surface uPA generation assay, qHTS; Potency, µM (highest dose often 38.3 µM), without a hit: top-dose activity change, negative = inhibition, hits mostly inhibitors; 330,000 compounds, 0.31% hits; AID 540303; active = well fitted inhibition curve with a large enough effect; inconclusive = small, poorly fitted or top-dose-only effect; inactive = no such curve, though single readings can be large or run the other way; tested in mouse RAW 264.7 cells; also: potency is read from the fitted curve at half-maximal effect; % is scaled to controls: 0 for no effect and ±100 for the full control effect; nearly all actives have a fitted effect of over 55% in size
S-ASM inh – blocks human secretory acid sphingomyelinase; P17405; placental ASM, HMU-PC fluorogenic substrate, 60 min; Potency, µM (top dose mostly 57.5 µM), for inactives: top-dose activity change, negative = inhibition, usual class: inhibitors; 340,000 compounds, 0.006% hits; also: potency is read from the fitted curve at half-maximal effect
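qHTS format. ASM enzyme prepared from human placenta hydrolyses the fluorogenic substrate HMU-PC0 (9 uM final) over 60 min at 37 °C after a 10 min compound preincubation.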
* = called active by the depositor; u = inconclusive; x = no result given; [ ] = remark or other dose. Unless noted, calls follow the shape of the dose curve; as a rule, active = well fitted curve in the direction sought with a large enough effect; inconclusive = small, poorly fitted or top-dose-only effect, or another doubt; inactive = no such curve, though single readings can be large; an effect the other way counts as inactive or inconclusive. Rows were taken by chance; about 2.6% have a hit in one of these screens.

canonical_smiles,p53 reactivation,a7 integrin act,PTAP TSG101 blk,B2AR arrestin,USP2a block,ELG1 genotoxic,TRPV1 ag,Eya2 phos inh,BRCA1 expr up,uPA surface inh,S-ASM inh
O=C1CC(c2ccccc2)Cc2nc3ncnn3cc21 (configuration not stated),4%,-18%,-5%,-0.9%,1%,1%,-2,-3%,-12%,u,3%
COc1ccc(C(=O)Nc2ccc(S(=O)(=O)NC(C)=O)cc2)cc1[N+](=O)[O-],-2%,4%,-2%,0.3%,0%,1%,-2,-5%,-14%,-3%,-2%
CC[C@]12c3[nH]c4ccc(Cl)cc4c3CCN1C(=O)[C@@H](CC(=O)NCCC1=CCCCC1)C[C@@H]2C(=O)N1CCN(C(=O)C2CC2)CC1,-2%,-29%,0%,-0.5%,1%,-10%,x,-8%,8%,7%,-4%
C#CCOc1ccc(/C=N/NC(=O)c2cccnc2)cc1OCC,0%,-4%,-1%,-0.3%,1%,1%,-2,14%,8%,0%,0%
CCC(=O)NCCc1nc2ccccc2n1Cc1ccccc1,-15%,5%,-1%,0.1%,1%,9%,9,5%,-1%,5%,0%
COc1ccccc1CCN=C(N)NS(=O)(=O)c1cc(F)ccc1F,-15%,16%,-8%,-0.9%,-1%,-5%,1,0%,-23%,4%,2%
Cc1ccc(/C=C2\SC(=S)N(CCC(=O)NCCCN3CCOCC3)C2=O)cc1,18%,-10%,-4%,-0.2%,0%,-8%,-5,-12%,0%,-10%,-10%
Nc1ccc(/C=C/c2ccc3ncccc3c2)cc1,0%,22%,-1%,-1.0%,-1%,u,4,14%,u,u,35%[activator]
COc1ccccc1/C=N/OCc1cc(C(C)=O)ccc1OC,-3%,-15%,-6%,-0.1%,-1%,3%,24,-3%,-11%,7%,-1%
O=C(CC1SC(N2CCCCC2)=NC1=O)Nc1ccc(C(=O)NCc2ccccc2)cc1 (configuration not stated),6%,-6%,-5%,0.3%,4%,0%,x,5%,-13%,2%,-2%
CC1CCN(S(=O)(=O)N2CCC(C(=O)NCc3cccs3)CC2)CC1,-22%,9%,0%,-0.2%,3%,-5%,-1,23%,0%,-1%,0%
CCCS(=O)(=O)c1c(S(=O)(=O)CCC)c2cnccn2c1C(=O)c1ccc(F)cc1,-1%,9%,-10%,-0.1%,0%,3%,3,2%,-2%,-5%,0%
Cc1ccc(N(C(=O)Cn2nnc(-c3ccc(C)o3)n2)C(C(=O)NC2CCCC2)c2ccncc2)cc1 (configuration not stated),1%,-24%,-6%,-0.7%,3%,-2%,-1,-7%,1%,-4%,-3%
COc1ccccc1Nc1ncc(C(=O)N2CCN(Cc3ccc(OC)c(OC)c3OC)CC2)c2ccccc12,-2%,u,-5%,-0.1%,1%,-15%,0,-14%,0%,-7%,45%[activator]
CCOc1ccc(CCNC(=O)C2CCN(c3nn4c(=O)cc(C)nc4s3)CC2)cc1OCC,-1%,5%,-4%,3.2%,4%,0%,-5,-10%,2%,0%,0%
O=C(CN1C(=O)COc2ccccc21)Nc1ccc2c(c1)OCCO2,6%,10%,x,-0.8%,-8%,5%,18,0%,-26%,11%,0%
CCc1ccc2c(CC(=O)NNC(=O)c3ccncc3)coc2c1,-8%,u,-5%,0.1%,2%,-1%,-1,10%,4%,-38%,0%
C#CCOCCOCCOCCNc1nc(N2CCN(C(=O)[C@H]([C@@H](C)CC)n3cc(CCCN=C(N)N)nn3)CC2)nc(N2CCN(C(=O)[C@H](CCCCN)n3cc(CC(C)O)nn3)CC2)n1 (some centres not stated),3%,-9%,-6%,-1.3%,2%,0%,-1,-20%,-11%,-6%,6%
CC1=CC(=C(C#N)C#N)c2ccccc2N1C,-5%,-5%,u,-0.2%,2%,-4%,10,7%,52%,-1%,-8%
Cc1cc(=O)cc(C)n1-c1ccc(Cl)cc1,2%,-14%,-2%,0.0%,4%,1%,0,-19%,-8%,4%,1%
C#CCNC(=O)c1cccn1-c1ncc(C(F)(F)F)cc1Cl,1%,1%,-1%,0.0%,8%,-6%,-2,10%,1%,-7%,-2%
CC(=O)Oc1ccc(/C=C2/C(=O)N(c3ccccc3)N=C2C)cc1,-2%,3%,0%,0.5%,-3%,1%,-1,16%,-5%,2%,-3%
O=C(COC(=O)[C@H](Cc1ccccc1)NS(=O)(=O)c1ccccc1F)NC1CCCCC1,0%,-10%,-2%,-0.1%,1%,-6%,7,-7%,5%,0%,-2%
CCOC(=O)COc1c(C(=O)OC)sc2ncccc12,2%,9%,-4%,-0.2%,1%,5%,-1,3%,-4%,1%,4%
COc1cc(NC(=O)CSc2nccc(C)n2)c(C(=O)O)cc1OC,4%,28%,2%,0.1%,1%,2%,-1,5%,0%,3%,1%
O=C(NCCCN1CCCC1=O)c1ccc(NS(=O)(=O)c2ccccc2)cc1,4%,7%,-7%,-0.2%,1%,-4%,-1,1%,1%,3%,-1%
COc1ccccc1C1c2ccc3ccccc3c2Oc2ncn(CCCO)c(=N)c21 (configuration not stated),-4%,-61%[inhibitor],-6%,-0.2%,-9%,-3%,-3,7%,-15%,1%,-5%
Cn1cc(C(=O)c2cccc(Cl)c2)cc1C#N,0%,2%,1%,0.1%,2%,4%,19,8%,-17%,-5%,-3%
CCCCNC(=O)c1onc(CSc2ccc(OC)cc2)c1C(=O)O,-15%,-6%,2%,-0.6%,3%,-1%,-1,22%,0%,4%,5%
CCOC(=O)c1ccc(NC(=O)c2n[nH]c(=O)c3ccccc23)cc1,19%,-17%,0%,-0.2%,3%,u,3,-10%,49%,4%,-2%
O=C(CO/N=C/c1ccc(OC(F)F)cc1)NCc1ccco1,-2%,7%,-5%,0.4%,2%,-5%,4,-7%,-3%,-6%,0%
O=[N+]([O-])CC1(n2nc3ccccc3n2)CCCCC1,16%,-8%,3%,0.0%,1%,12%,8,6%,-3%,0%,8%
NC(=S)Nc1cccc2[nH]ncc12,6%,-6%,-1%,0.2%,1%,-1%,-2,-31%,8%,-2%,-3%
CC(Sc1nnc(-c2ccccc2F)n1C1CC1)C(=O)N1CCCC1 (configuration not stated),-5%,14%,-11%,-0.1%,-6%,2%,-5,-8%,4%,-1%,5%
Cc1sc2nc(C)n(/N=C/c3ccccc3)c(=O)c2c1C,-8%,14%,-6%,0.2%,0%,-3%,u,-6%,-5%[1.84 µM],0%,-1%
COC(=O)c1ccc(N2CCOCC2)c(NC(=O)c2cccnc2)c1,-7%,20%,-4%,1.0%,1%,2%,2,-1%,-8%,3%,x
COc1cc(CNCc2ccccc2)cc(Cl)c1OC,-4%,-13%,-5%,-0.2%,3%,0%,6,14%,0%,-1%,0%
O=C(Cc1coc2ccc3ccccc3c12)NCc1cccs1,u,27%,-1%,-0.2%,2%,-1%,0,-13%,5%,-1%,3%
CN(C(=O)COC(=O)c1cc(Br)c(Br)s1)C1CCS(=O)(=O)C1 (configuration not stated),7%,8%,-1%,0.0%,-4%,-2%,0,0%,-8%,6%,-3%
c1ccc(-c2ncc3ccccn23)cc1,10%,16%,-3%,0.8%,2%,2%,4,12%,37%,1%,34%[activator]
O=C(CC(O)(c1ccccc1)C(F)(F)C(F)F)c1cccs1 (configuration not stated),x,-6%[7.66 µM],-3%,x,x,x,15,x,9%,0%,0%

Another view of some results above:
Fields – p53 reactivation, a7 integrin act, PTAP TSG101 blk, B2AR arrestin, USP2a block, ELG1 genotoxic, TRPV1 ag, Eya2 phos inh, BRCA1 expr up, uPA surface inh, S-ASM inh
- c1ccc(-c2ncc3ccccn23)cc1
  10%, 16%, -3%, 0.8%, 2%, 2%, 4, 12%, 37%, 1%, 34%[activator]
- O=C(CC(O)(c1ccccc1)C(F)(F)C(F)F)c1cccs1 (configuration not stated)
  x, -6%[7.66 µM], -3%, x, x, x, 15, x, 9%, 0%, 0%
